Bioassay records deposited in PubChem BioAssay by National Center for Advancing Translational Sciences (NCATS).
BRCA1 expr up – increases BRCA1 expression | MCF7-BRCA1-FFLuc reporter, luminescence, 48 h; response scale: scaled: vehicle 0%, 10 µM genistein 100% | Potency, µM (doses to about 46.1 µM), without a hit: top-dose activation, actives largely listed as activators | 1.1% of 380,000 active; active = well fitted activation curve with a large enough effect; inconclusive = small, poorly fitted or top-dose-only effect; inactive = no such curve, though single readings can be large or run the other way; also: nearly all actives have a fitted effect of over 80% in size; some results filed as inactive show a strong effect at the top dose
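Reporter cells (MCF7, BRCA1 promoter-firefly luciferase) received library compounds across a concentration series for 48 h. End-point luminescence was measured and concentration-effect curves derived after normalization.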
The depositor's hits bear a star; ? = inconclusive. Potency is read from the fitted curve at half-maximal effect. The list is partial; the hit share may differ from the screen's.

SMILES	BRCA1 expr up
COc1cc(Cl)c(C)cc1NC(=O)c1ccccc1NC(=O)CN1CCN(C(C)=O)CC1	-45%
CN(CCc1ccccc1)c1cc2c(c3c1ccn3C)C1CCC2O1 (configuration not stated)	-55%
CC(N)C(=O)NC(C(=O)NC(C)C(=O)Nc1cccc2ccccc12)C(C)C (configuration not stated)	-30%
C[C@H](O)[C@@H]1CN2CCc3c([nH]c4ccccc34)[C@@H]2C[C@@H]1N(C)C(=O)OCc1ccccc1	-13%
Cc1nc2ccccc2nc1-c1csc(-c2ccccc2)n1	?
C#CCN(C[C@H]1[C@H](OC(=O)NCCCCCC)[C@H](OC(=O)NCCCCCC)C[C@@H](C(=O)OC)[C@H]1C(=O)OC)S(=O)(=O)c1ccc(C)cc1	-23%
CC(=O)Nc1ccc(-c2ccnc3c2CC(C(=O)Nc2ccccc2)O3)cc1 (configuration not stated)	-45%
COc1ccccc1N1CCN(c2ccc3c(c2)S(=O)(=O)c2cccc(C(=O)NCC4CC4)c2C3=O)CC1	1%
CCc1ncc(CO)n1Cc1cccc2ccccc12	2%
CN(C)CCN(C)C1CN(Cc2ccc(F)cc2)S(=O)(=O)C1 (configuration not stated)	-2%
Cc1c(C(=O)N2CCCC2(C)C(=O)NCC(C)C)oc2ccccc12 (configuration not stated)	15%
CN1CCN(C2CN(Cc3cn(Cc4ccccc4F)nn3)S(=O)(=O)C2)CC1 (configuration not stated)	7%
COc1cccc(C(O)c2nc(-c3ccc(N(C)C)cc3)cs2)c1 (configuration not stated)	21%
CCOC(=O)[C@]12CCC=C1N(Cc1cccc3ccccc13)C(=O)[C@H](CC(=O)NCCCCc1ccccc1)C2	-27%
COc1ccc(OC)c(NC(=O)Nc2nnc([C@@H]3O[C@H](CO)[C@@H](O)[C@H]3O)s2)c1	0%
COCCN(C(=O)COC(=O)C1CC(=O)N(c2ccc(C)cc2)C1)c1c(N)n(Cc2ccccc2)c(=O)[nH]c1=O (configuration not stated)	0%
CCCN(C)C1CN(Cc2cn(Cc3ccccc3)nn2)S(=O)(=O)C1 (configuration not stated)	14%
COC(=O)CCCn1cc(CN2CC(N3CCN(Cc4cccc(C)c4)CC3)CS2(=O)=O)nn1 (configuration not stated)	-8%
COc1ccc(CNC(=O)O[C@@H]2C[C@H]3C(=O)N(c4ccccc4)C(=O)[C@H]3[C@@]3(CN(S(=O)(=O)c4ccc(C)cc4)C[C@H]3C)[C@@H]2O)cc1OC	-39%
COc1ccc(NC(=O)COC(=O)c2c(NC(C)=O)sc(C)c2C)cc1	-25%
CCN1C(=O)[C@H]2[C@@H](c3ccc(OC)cc3)N[C@]3(CCCN(Cc4cccn4C)C3=O)[C@H]2C1=O	10%
NC(c1csc(Nc2cc(Oc3ccccc3)ncn2)n1)c1ccccc1Cl (configuration not stated)	-52%
Cc1ccccc1SCC(=O)NCC1(N2CCCCC2)CCCCC1	-8%
CC(C)(C)c1ccc(C(=O)C[n+]2cc(Br)cc(Br)c2)cc1	0%
COc1ccc(C(O)c2nc(-c3cc(F)cc(F)c3)cs2)cc1 (configuration not stated)	-48%

Further compounds follow:
SMILES	BRCA1 expr up
Cc1[nH]ncc1Nc1ccccc1C(C)C	15%
CCc1nc2c(OCc3ccc(C#N)cc3)cccn2c1N(C)C(=O)c1cccs1	0%
CCCCN(CCCC)Cc1cc(=O)oc2cc(OC)ccc12	18%
CCCCCCCCN1C(=O)[C@H](CC(=O)N2CCOCC2)C[C@@]2(C(=O)OCC)CCCC=C12	-2%
CC1(C(=O)NS(=O)(=O)Cc2ccccc2C(F)(F)F)CCN1C(=O)c1ccco1 (configuration not stated)	15%
COc1ccc([C@H]2CC(=O)C[C@@H](CCn3cc(-c4ccc(F)cc4)nn3)O2)cc1	28%
N#CCCN(C(=O)COC(=O)c1ccc(Cl)nc1)c1ccc2c(c1)OCCO2	5%
Cn1c(=O)c2cc(NC(=S)NC3CC3)ccc2n1C/C=C/c1ccccc1	11%
C[C@H]1CN([C@@H](C)CO)S(=O)(=O)c2ccc(Br)cc2O[C@H]1CN(C)S(=O)(=O)c1ccccc1	-25%
CSc1ncnc2c1ncn2CCCN(C)Cc1ccco1	3%
O=c1c2ccccc2sn1-c1cccc(Cl)c1	51%
Cn1c(=O)c2cccnc2c(=O)n1C	-4%
CC(O)(C(=O)c1ccccc1)c1ccccc1 (configuration not stated)	-2%
O=c1ccc2c(ccc3ncccc32)o1	78%
CC(=O)c1cccc(NC(=O)c2cccc3c(-c4cccc(C(N)=O)c4)coc23)c1	-5%
COc1ccc(C2C=CC(=O)CC2)c(OC)c1 (configuration not stated)	-9%
CC(C)n1nnnc1C1c2ccccc2C(=O)N1CCOc1ccccc1 (configuration not stated)	-7%
CNc1cncc(-c2ccc(OC)c(OC)c2)n1	-7%
COc1ccc(-c2noc([C@@H]3O[C@H](CO)[C@H](O)[C@H](O)[C@H]3O)n2)cc1OC	-8%
COc1cc(N(CCCn2cnc3c(SC)ncnc32)CCCn2cnc3c(SC)ncnc32)cc(OC)c1OC	1%
NC(Cc1ccc(C(F)(F)F)cc1)c1csc(NC(=O)Nc2ccccc2Cc2ccccc2)n1 (configuration not stated)	-62%
[O-][n+]1ccc(CC(O)(C(F)(F)F)C(F)(F)F)cc1	1%
CC1=C(C(=O)N(C(C)C)C(C)C)CC(CC(=O)NCc2cccs2)C(=O)N1Cc1ccc(F)cc1 (configuration not stated)	-6%
c1cc2cc(CNc3nc(NCC4CC4)nc4ccsc34)ccc2o1	-76%
O=C(COC(=O)c1cc(S(=O)(=O)N2CCOCC2)ccc1Cl)Nc1ccc(Cl)cn1	-1%

(listing goes on)
SMILES	BRCA1 expr up
O=C(c1ccc(N2C(=O)CCC2=O)cc1)N1CCCSC1=Nc1ccccc1	4%
Cc1noc(NS(=O)(=O)c2ccc(NC(=O)/C=C/c3ccc(Cl)cc3Cl)cc2)c1C	22%
CCN(C)C1CN(Cc2cn(Cc3ccc(Cl)cc3)nn2)S(=O)(=O)C1 (configuration not stated)	1%
CCCNC(=O)C1(C)CCCN(C(=O)Cc2cccc(OC)c2)C1 (configuration not stated)	22%
C[C@@H]1CN([C@@H](C)CO)C(=O)c2cc(Br)cnc2O[C@H]1CN(C)S(=O)(=O)c1cccs1	2%
CCOC(=O)C1=CCN(S(=O)(=O)c2ccccc2Br)C1c1ccc(Br)cc1 (configuration not stated)	-19%
NC(Cc1ccc(F)cc1)c1csc(Nc2nncc3ccccc23)n1 (configuration not stated)	-45%
Cc1ccc(-c2ccc(CN3C(C(C)C)C(=O)N(Cc4cn(CCC5OCCO5)nn4)CCS3(=O)=O)cc2)c(C)c1 (configuration not stated)	-54%
COc1cc2ccc(C(=O)O)cc2cc1OC	20%
CNc1cncc(-c2ccoc2)n1	11%
COc1ccc(OC)c(S(=O)(=O)NC(=O)C2(C)CCN2C(=O)CC2CCCC2)c1 (configuration not stated)	19%
CC(C)C(N)c1csc(Nc2ccc(C(=O)NCCCO)cn2)n1 (configuration not stated)	5%
CN(C)c1ncnc2c1ncn2[C@H]1CN(Cc2ccc3c(c2)OCO3)C[C@@H](CO)O1	6%
COc1ccc(Cl)cc1-c1cc(C(=O)NCc2ccco2)[nH]n1	-31%
COc1ccccc1CCn1cnc(-c2ccc(OC)c(OC)c2)c1C(C)C	-32%
COc1cccc(CN2CCC2(C)C(=O)Nc2cccc(Oc3ccccc3)c2)c1OC (configuration not stated)	-28%
CC1(C(=O)NS(=O)(=O)C2CC2)CCN(C(=O)c2ccc3c(c2)OCO3)C1 (configuration not stated)	10%
Nc1[nH]c(C(=O)c2ccccc2)c(-c2ccc(Br)cc2)c1C(=O)NC1CCCCC1	0%
C/C(=C1/C=Nc2ccccc21)c1ccc(N(C)C)cc1	-39%
CC(C)NC(=O)N(C)C[C@@H]1OCc2cn(nn2)CCCC(=O)N([C@H](C)CO)C[C@H]1C	10%
CC(O)(c1cccnc1)c1nc(-c2cccc(C#N)c2)cs1 (configuration not stated)	-5%
CCOC(=O)[C@]12CCC=C1N(Cc1ccco1)C(=O)[C@H](CC(=O)NCc1cccc(C(F)(F)F)c1)C2	-5%
COc1ccc(-c2c(Sc3ccccc3)c3cc(-c4ccc5c(c4)OCO5)ccc3n2C)cc1	-12%
CCOC1=C2CN(S(=O)(=O)c3ccc(C)cc3)[C@H](c3cccc(Cl)c3)C[C@@H]2N(S(=O)(=O)c2ccccc2[N+](=O)[O-])[C@H](c2ccccc2)C1	-4%
COc1cccc(CN(C)C[C@@H]2OCc3cnnn3CCCC(=O)N([C@@H](C)CO)C[C@H]2C)c1	5%

Shown as labelled records: two of the compounds above
Compound: CCOC(=O)[C@]12CCC=C1N(Cc1ccco1)C(=O)[C@H](CC(=O)NCc1cccc(C(F)(F)F)c1)C2
  BRCA1 expr up: -5%

Compound: COc1ccc(-c2c(Sc3ccccc3)c3cc(-c4ccc5c(c4)OCO5)ccc3n2C)cc1
  BRCA1 expr up: -12%

New compounds follow
SMILES	BRCA1 expr up
O=C1NC[C@H](CCCCN2C[C@H](Cc3ccc(O)cc3)N(CC3CCCCC3)C(=O)C2=O)N(CCC2CCCCC2)C1=O	-5%
CCc1nc2ccc(C(=O)NCCCn3ccnc3)cn2c1N(C)Cc1nccs1	0%
Brc1cccc(-c2nc3c4ccccc4ccn3c2CC2CCCCC2)c1	1%
C#CCNC(=O)C[C@@H]1C[C@@]2(C(=O)OCC)CCCC=C2N(Cc2ccc(Cl)cc2Cl)C1=O	-14%
C=CCC[C@@H](CCCCC)OC(=O)/C=C/[C@@H](O)[C@H](O)C[C@H](O)CC=C	-8%
CCN(CC)CCN(CC)c1ccc(/C=C/c2ccnc3ccccc23)cc1	0%
CC(C)c1ccc(NC(=O)C2(C)Cc3c(-c4cccc(C(F)(F)F)c4)ccnc3O2)cc1 (configuration not stated)	-9%
C[C@@H]1COc2cc(N(C)CCO)ccc2S(=O)(=O)N1	0%
COc1ccc(C(C)(O)c2nc(-c3ccncc3)cs2)cc1 (configuration not stated)	-54%
CC(C)CCN1CCC(CN2C(=O)C(=O)NC[C@@H]2CC(C)C)CC1	8%
Cc1ccc(SCc2c(C(=O)N/N=C/c3ccc(C)o3)nnn2-c2nonc2N)cc1	-25%
CCN(CC)C(=O)C1=C(C)N(CCCOC)C(=O)C(CC(=O)NCCN2CCOCC2)C1 (configuration not stated)	4%
NC(=O)c1cccc(-c2cnc3c(Nc4cccc(OC(F)(F)C(F)F)c4)nccn23)c1	-13%
CC(C)CNc1ncnc2nc[nH]c12	21%
O=C(Nc1ccccc1)c1cc(C2CCCCN2C(=O)CCCc2ccccc2)on1 (configuration not stated)	-6%
COc1cccc(C(c2nnnn2C(C)(C)C)N2CCN(C/C=C/c3ccccc3)CC2)c1OC (configuration not stated)	-23%
O=C(C[n+]1c(Cl)ccc2ccccc21)c1ccc2ccccc2c1	1%
CCC(OC(=O)c1ccc(S(C)(=O)=O)c([N+](=O)[O-])c1)C(=O)NC1C2CC3CC(C2)CC1C3 (configuration not stated)	-76%
CC(=O)c1ccc(Nc2nc(C(N)c3ccccc3Cl)cs2)cc1 (configuration not stated)	-51%
O=C(/C=C/c1cccc([N+](=O)[O-])c1)OCC(=O)N1CCCCC1	20%
CCc1nc2c(OCc3cc(Cl)cc(Cl)c3)cccn2c1N(C)C(=O)c1ccc(C)cc1	-16%
O=C(Cc1ccc(OCCC2CCCCC2)cc1)NO	3%
Cc1ccc2nc(-c3ccc(Br)cc3)cc(C(=O)NCC3CCCO3)c2c1 (configuration not stated)	15%
COCCNc1nnc(SCC(=O)c2cc(C)n(C3CC3)c2C)s1	-11%
N#Cc1ccc(NC(=O)COc2ccccc2C(=O)Nc2ccccc2)cc1	0%

By substructure, those above with a tert-butyl group
SMILES	BRCA1 expr up
CC(C)(C)c1ccc(C(=O)C[n+]2cc(Br)cc(Br)c2)cc1	0%
COc1cccc(C(c2nnnn2C(C)(C)C)N2CCN(C/C=C/c3ccccc3)CC2)c1OC (configuration not stated)	-23%

The list continues.
SMILES	BRCA1 expr up
COc1ccc(NC(=O)C2Cc3c(-c4cccc(F)c4)ccnc3O2)cc1OC (configuration not stated)	-36%
O=C(NCc1cc(Cl)cc(Cl)c1)c1ccc2sc([C@H]3C[C@H](O)[C@@H](CO)O3)nc2c1	0%
CC1(C(=O)NCC2CC2)Cc2c(-c3ccc4c(c3)OCO4)ccnc2O1 (configuration not stated)	-56%
O=C([C@H]1O[C@@H](n2ccc(=O)[nH]c2=O)[C@H](O)[C@@H]1O)N1CCSC1	12%
COc1ncnc2c1ncn2CCCN1CCN(Cc2cccc3ccccc23)CC1	21%
COc1ccc(-c2csc(C(O)c3cccc(OC)c3)n2)cc1 (configuration not stated)	13%
COc1ccccc1C(=O)NC(=O)COC(=O)c1cnccn1	11%
CC(=O)Nc1cccc(Oc2nc(NCC3CC3)nc3ccsc23)c1	-23%
C[n+]1c(/C=C/c2ccc(F)cc2)ccc2ccccc21	-42%
CCCCC(=O)N(C)c1c(CC)nc2c(OCC(=O)N3CCOCC3)cccn12	19%

In a second layout: results already given.
Compound: COc1ccc(-c2csc(C(O)c3cccc(OC)c3)n2)cc1 (configuration not stated)
- BRCA1 expr up = 13%
Compound: COc1ccccc1C(=O)NC(=O)COC(=O)c1cnccn1
- BRCA1 expr up = 11%
Compound: O=C(NCc1cc(Cl)cc(Cl)c1)c1ccc2sc([C@H]3C[C@H](O)[C@@H](CO)O3)nc2c1
- BRCA1 expr up = 0%
Compound: COc1ncnc2c1ncn2CCCN1CCN(Cc2cccc3ccccc23)CC1
- BRCA1 expr up = 21%

Rewritten bar-delimited: part of the list above
SMILES | BRCA1 expr up
COc1ccc(-c2csc(C(O)c3cccc(OC)c3)n2)cc1 (configuration not stated) | 13%
COc1ccc(NC(=O)C2Cc3c(-c4cccc(F)c4)ccnc3O2)cc1OC (configuration not stated) | -36%
COc1ccccc1C(=O)NC(=O)COC(=O)c1cnccn1 | 11%
